# Screening results (PubChem)
# A549 tox: A549 cytotoxicity, counter-screen for Nrf2 inhibitors | A549 ARE-Fluc cells, CellTiter-Fluor viability, 18-24 h | Potency, µM (doses to about 46 µM), for the others: top-dose activity change, negative = cytotoxicity, actives largely listed as inhibitors | actives 0.16% (n = 390,000); also: potency is read from the fitted curve at half-maximal effect; % is scaled to controls: 0 for no effect and ±100 for the full control effect
#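 Cytotoxicity counterscreen: CellTiter-Fluor fluorescence was measured in A549 ARE_Fluc cells after 18-24 h of compound exposure in a concentration series. The subsequent BugLite luminescent read reports ARE-luciferase activity.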
# IL2 activator: activates IL-2 in a cell-based reporter assay. activation, % (series mostly up to about 46 µM). actives 0.065% (n = 360,000). AID 652025. IL-2 activation reporter assay, cell-based qHTS; stimulated with anti-CD3/CD4/CD28 beads; in transgenic mouse T cells; in the data active = activation above about 50%; inconclusive = mostly about 30% to 49%; also: 0% is about no effect
#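 Quantitative HTS in unstimulated transgenic mouse T cells, with memory T cells as non-tolerant control and PMA/ionomycin as tolerance-bypass control. Compound pretreatment lasted 60 minutes before 18 h bead stimulation; EGFP/DsRed fluorescence read.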
# Nrf2 block: inhibitors of Nrf2 signaling. A549 ARE-Fluc reporter, luciferase luminescence, 18-24 h. Potency, µM (highest dose often 46 µM), inactives show at the highest dose activity change, negative = inhibition, usual class: inhibitors. actives 2.1% (n = 360,000); also: potency is read from the fitted curve at half-maximal effect; % is scaled to controls: 0 for no effect and ±100 for the full control effect; nearly all actives have a fitted effect of over 60% in size
#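 In this cell-based qHTS, ARE-driven firefly luciferase in A549 cells reports Nrf2 activity; the luminescent signal after BugLite lysis is the measured value, with a prior CellTiter-Fluor read for cell health.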
# HepG2 viability: kills HepG2 cells in TGF-b inhibitor counter-screen | HepG2 CAGA-GFP viability, ATP luminescence, 18 h | Potency, µM (series often up to 46.1 µM), without a hit: at the top dose activity change, negative = cytotoxicity, usual class: cytotoxic | actives 0.76% (n = 410,000) | AID 588856; also: potency is read from the fitted curve at half-maximal effect; some results filed as inactive show a strong effect at the top dose
#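 CellTiter-Glo luminescence gave cytotoxicity after 18 hours at 37 degrees C. The cells were HepG2 CAGA-GFP in 1% FBS DMEM, stimulated with 500 pg/mL TGF-beta after compound addition. %Activity was normalised to no-cell wells (complete cell-killing) and DMSO (no toxicity), and curves were fitted and classified.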
# S2 tox: reduces viability in counter-screen for ATXN expression inhibitors; actives 0.49% (n = 400,000); S2 cells (HEK-293 line with an ATXN2-luciferase reporter) viability, CellTiter-Fluor protease fluorescence, 24 h; Potency, µM (titrated, usually from 56.7 µM), actives largely listed as cytotoxic; also: potency is read from the fitted curve at half-maximal effect; nearly all actives have a fitted effect of over 40% in size
# TGFb SMAD3 inh: TGF-b pathway inhibition; HepG2 CAGA-GFP TGF-b/SMAD3 reporter, GFP fluorescence, 18 h; TGF-beta stimulated, 500 pg/mL final; Potency, µM (highest dose often 46.1 µM), without a hit: at the highest dose activity, negative = inhibition, actives largely listed as inhibitors; actives 1.2% (n = 410,000); AID 588855; also: potency is read from the fitted curve at half-maximal effect; % is scaled to controls: 0 for no effect and ±100 for the full control effect; nearly all actives have a fitted effect of over 65% in size
#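 Using HEPG2 CAGA-GFP reporter cells at 1000 cells/well, we pinned test compounds, stimulated with recombinant TGF-beta (500 pg/mL final) and measured total well GFP after 18 h.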
# ATXN2 expr inh: inhibitors of ATXN2 expression | actives 0.72% (n = 360,000) | HEK-293 ATXN2-luciferase reporter, luminescence, 24 h | Potency, µM (titrated, usually from 57 µM), without a hit: at the highest dose activity change, negative = inhibition, hits mostly inhibitors; also: potency is read from the fitted curve at half-maximal effect; % is scaled to controls: 0 for no effect and ±100 for the full control effect; nearly all actives have a fitted effect of over 55% in size
#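 ATXN2-luciferase reporter cells (luciferase flanked by upstream and downstream ATXN2 gene portions) were treated 24 h at 37 °C with compounds at up to 57 uM. SteadyGlo luminescence gave expression; GF-AFC fluorescence gave viability.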
# EPAC2 ag: agonists of human EPAC2 (RAPGEF4). Q8WZA2. EPAC2 activation, biochemical qHTS; response scale: 100% = 6.5 mM cAMP response. Potency, µM (highest dose often 154 µM), for inactives: top-dose activation, usual class: activators. actives 0.079% (n = 360,000). AID 720711; also: potency is read from the fitted curve at half-maximal effect; nearly all actives have a fitted effect of over 50% in size
# Target sequence (Q8WZA2 whole entry, looked up): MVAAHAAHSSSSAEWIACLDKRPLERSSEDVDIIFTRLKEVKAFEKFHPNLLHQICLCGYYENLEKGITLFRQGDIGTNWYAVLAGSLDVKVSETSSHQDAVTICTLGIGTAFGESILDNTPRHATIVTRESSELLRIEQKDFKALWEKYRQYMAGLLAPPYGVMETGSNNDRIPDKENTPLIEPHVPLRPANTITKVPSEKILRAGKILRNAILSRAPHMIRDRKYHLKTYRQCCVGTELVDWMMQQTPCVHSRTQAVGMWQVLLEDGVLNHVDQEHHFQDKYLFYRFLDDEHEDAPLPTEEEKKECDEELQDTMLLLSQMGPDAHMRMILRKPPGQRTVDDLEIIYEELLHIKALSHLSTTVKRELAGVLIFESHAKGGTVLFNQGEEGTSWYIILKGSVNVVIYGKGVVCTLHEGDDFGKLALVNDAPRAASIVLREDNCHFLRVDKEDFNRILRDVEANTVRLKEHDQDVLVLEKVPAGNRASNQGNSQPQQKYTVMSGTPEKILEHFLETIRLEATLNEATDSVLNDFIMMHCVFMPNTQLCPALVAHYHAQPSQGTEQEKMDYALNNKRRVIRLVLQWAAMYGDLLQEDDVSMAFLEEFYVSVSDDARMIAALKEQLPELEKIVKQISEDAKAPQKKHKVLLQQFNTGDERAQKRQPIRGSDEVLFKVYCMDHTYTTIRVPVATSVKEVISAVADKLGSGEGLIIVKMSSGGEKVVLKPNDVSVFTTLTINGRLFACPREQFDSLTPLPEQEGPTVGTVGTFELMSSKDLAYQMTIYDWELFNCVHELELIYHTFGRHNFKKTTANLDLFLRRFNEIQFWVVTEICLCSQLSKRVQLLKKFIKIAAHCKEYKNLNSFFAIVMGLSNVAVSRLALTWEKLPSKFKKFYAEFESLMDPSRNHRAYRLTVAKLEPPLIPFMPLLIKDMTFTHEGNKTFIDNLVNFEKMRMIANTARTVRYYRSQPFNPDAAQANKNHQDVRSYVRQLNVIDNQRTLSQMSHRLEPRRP
#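 Compounds were titrated in qHTS against a Rap1B-BODIPY-GDP (250 nM) complex with EPAC2 (100 nM) and GDP (50 uM). BODIPY-GDP release tracked at 480/540 nm over 30 min at room temperature, normalized to 6.5 mM cAMP.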
# Nrf2 activator: Nrf2 pathway activation. AREc32 ARE-luciferase reporter (MCF7-derived line), luminescence, 24 h. Potency, µM (top dose mostly 46.1 µM), inactives show at the highest dose activation, actives largely listed as activators. actives 0.31% (n = 410,000). AID 624171; also: potency is read from the fitted curve at half-maximal effect; % of control where 0% means no effect; nearly all actives have a fitted effect of over 65% in size
#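 Luminescent ARE reporter assay in AREc32_Fluc cells: overnight plating at 37 deg C, 24 hr compound incubation, Steady-Glo added, 30 min RT before reading.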
# An asterisk follows results filed as active; i = inactive; u = inconclusive; x = not tested or not shown; [ ] = another dose, or the depositor's remark. Unless noted, calls follow the shape of the dose curve; as a rule, active = well fitted curve in the direction sought with a large enough effect; inconclusive = small, poorly fitted or top-dose-only effect, or another doubt; inactive = no such curve, though single readings can be large; an effect the other way counts as inactive or inconclusive.
SMILES,A549 tox,IL2 activator,Nrf2 block,HepG2 viability,S2 tox,TGFb SMAD3 inh,ATXN2 expr inh,EPAC2 ag,Nrf2 activator
CC(C)CC1C(C#N)=C(N)SC(N)=C1C#N,-5%,0.4,3%,4%,i,15%,-8%,2%,2.6%
O=C(/C=C/c1cc(Br)ccc1F)Nc1cccnc1,1%,-0.5,u,0%,i,5%,30%,1%,u
CCCCN1C(=O)C(CC(=O)NCc2cccc3ccccc23)CC(C(=O)N2CCOCC2)=C1C (stereo not given),x,-1.2,x,1%,i,-5%,2%,11%,0.4%
COCCn1c(=O)c2c(nc3n2CCCN3Cc2ccccc2)n(C)c1=O,-1%,-0.7,-21%,-1%,i,3%,1%,12%,0.4%
N#Cc1ccccc1N1CCN(C(=O)c2ccc(NC(=O)c3ccc(Br)o3)cc2)CC1,-2%,0.3,-17%,3%,i,9%,-15%,2%,3.1%
COc1ccc(C)cc1NC(=O)CN(C)S(=O)(=O)c1ccc2c(c1)CC(C)N2C(C)=O (stereo not given),-20%,1.1,u,1%,x,0%,x,1%,0.0%
COC(=O)c1cc2c(cc1NC(=O)c1cnn(-c3ccc(C)cc3)c1-n1cccc1)OCO2,1%,x,20%,-5%,x,u,x,x,-0.8%
Cn1cnc([N+](=O)[O-])c1NC(C)(C)C,-8%,3.0,x,4%,i,15%,-5%,5%,0.3%
Cc1c(Br)c([N+](=O)[O-])nn1CC(=O)Nc1sc2c(c1C(=O)OC(C)C)CCCC2,-7%,-3.0,3%,5%,u,u,-13%,-2%,0.4%
Cc1ncc(COC(=O)C(C)C)c2cc(C(=O)Nc3ccccc3C(F)(F)F)c(=O)oc12,1%,x,x,0%,x,2%,x,x,0.0%
CCSc1nnc(-c2ccc(Cl)cc2Cl)o1,17%,-0.5,u,-14%,i,46%[activator],46%[activator],16%,u
COc1cc2ccccc2cc1C(=O)NC1CCCCC1,u,1.3,u,-5%,i,-11%,21%,10%,4.0%
CCN1C(=O)CCCc2ccccc21,0%,-3.1,-9%,3%,i,-8%,2%,-3%,-0.9%
CC(C)(C)CC(=O)O/N=C(\N)c1ccncc1,-6%,-0.4,1%,10%,i,-7%,-3%,-4%,0.6%
Cc1cc(C)cc(C(=O)N(Cc2ccco2)c2c(N)n(Cc3ccccc3)c(=O)[nH]c2=O)c1,-6%,-0.5,-11%,-6%,i,-13%,-3%,1%,-0.3%
C[C@H]1CN([C@@H](C)CO)C(=O)c2cccc(NC(=O)C3CC3)c2O[C@H]1CN(C)C(=O)Nc1ccc2c(c1)OCO2,-2%,0.6,3%,-6%,u,16%,-1%,-8%,1.6%
CCOC(=O)N1CCN(C(=O)c2cc3c(ccc4ccccc43)oc2=O)CC1,1%,4.1,-15%,-11%,i,-2%,-5%,3%,0.7%
COc1ccc(NCc2cccnc2)cc1,1%,-0.9,10%,-2%,i,0%,15%,4%,-0.1%[9.22 µM]
COC(=O)[C@@]1(Cc2ccc(F)cc2)[C@H]2c3cc(C(=O)N(C)C)n(Cc4nc5ccccc5[nH]4)c3C[C@H]2CN1C(=O)c1ccccc1,-4%,-0.4,u,-21%,i,u,-21%,5%,8.7%
NNC(=O)c1cc(O)c(O)c(O)c1,u,-0.2,u,-2%,i,u,-34%,1%,1.8%
CCCCn1nnnc1C1(C)CCC(=O)N1CC1CCCCC1 (stereo not given),x,-0.1,x,x,i,x,17%,2%,-0.5%
CCC(=O)Nc1ccccc1-c1nc2ccccc2n(C(CC)C(=O)Nc2cccc(Cl)c2)c1=O (stereo not given),3%,x,17%,8%,x,22%,x,x,-0.5%
COCc1cccc(-c2csc(C(N)c3ccc(F)c(F)c3)n2)c1 (stereo not given),x,-0.2,x,-14%,i,u,6%,12%,0.7%
C=CCC(NCc1ccccc1)c1ccco1 (stereo not given),9%,1.7,-2%,6%,i,-10%,-6%,9%,0.3%
CCOC(=O)c1c(C)sc(-c2c(-c3ccc(OC)c(F)c3)[nH]c3[nH]c(=O)[nH]c(=O)c23)c1O,5%,x,22%,-1%,i,164%[activator],4%,x,-0.6%
CCS(=O)(=O)C1C(=O)N(C)C(S(=O)(=O)CC)C(=O)N1C (stereo not given),x,-1.5,x,7%,i,1%,x,6%,0.5%
Nn1c(SCC(=O)NCCN2C(=O)CSC2=O)nnc1-c1ccc(OC(F)F)cc1,-1%,-2.0,13%,1%,i,9%,11%,-1%,-0.6%
COc1ccc(N2C(=NC(=O)CCCc3ccccc3)SC3CS(=O)(=O)CC32)cc1 (stereo not given),-1%,2.5,-4%,-1%,i,-4%,7%,0%,0.1%
Cc1ccc(NC(=O)/C(C#N)=C\c2ccc(-c3ccc(Cl)cc3)o2)c(C)c1,-4%,x,0%,-4%,x,-1%,x,x,1.0%
CCOC(=O)N1CCC(Nc2ncnc3c2cnn3-c2ccc(C)cc2C)CC1,-16%,-3.3,8.2µM*,-36%,i,u,u,-5%,0.7%
CCOC(=O)/C=C1/SCC(=O)N1Cc1ccc(Br)cc1,8%,1.3,-16%,-10%,i,-5%,-10%,-3%,4.9%
CC1CCC/C(=C(\C#N)c2nc(-c3cc4ccccc4oc3=O)cs2)C1 (stereo not given),0%,1.9,u,5%,i,-26%,80%[activator],3%,8.7%
CCCCC(CC)Cn1c(N)c(C#N)c2nc3ccccc3nc21 (stereo not given),-12%,-2.7,u,14µM*,i,u,-18%,-6%,0.6%
Cn1c(NC(=O)c2ccc(Cl)s2)cc(=O)n(C)c1=O,-3%,-2.0,22%,-5%,i,3%,1%,0%,3.1%
CCCC(C)Sc1nc2c([nH]1)c(=S)n(C)c(=O)n2C (stereo not given),-3%,-6.8,u,-32%,i,u,-30%,-6%,7.4%
O=S(=O)(NC1CC1)c1ccc(Cl)cc1F,0%,-1.1,-4%,1%,i,1%,15%,-2%,-0.9%
CC(CCc1ccc(O)cc1)NC(c1ccccc1)c1ccc(Cl)cc1 (stereo not given),u,-2.0,23µM*,11µM*,u,u,u,6%,-0.2%
N#C/C(=C\c1ccccc1)C(=O)N1CCC(C(N)=O)CC1,9%,-0.1,3%,-9%,i,17%,2%,10%,4.1%
Cc1ccc(NC(=O)C2CCN(S(=O)(=O)c3ccc4c(c3)OCCCO4)CC2)nc1,-12%,-0.5,u,0%,i,-13%,-14%,6%,0.4%
O=C(NCCc1cccnc1)C1CCC(=O)N(CCc2cccc(F)c2)C1 (stereo not given),1%,-1.0,21%,-44%,i,0%,-2%,2%,0.2%

# Next section; the last 4 above are carried over.
SMILES,A549 tox,IL2 activator,Nrf2 block,HepG2 viability,S2 tox,TGFb SMAD3 inh,ATXN2 expr inh,EPAC2 ag,Nrf2 activator
CC(CCc1ccc(O)cc1)NC(c1ccccc1)c1ccc(Cl)cc1 (stereo not given),u,-2.0,23µM*,11µM*,u,u,u,6%,-0.2%
N#C/C(=C\c1ccccc1)C(=O)N1CCC(C(N)=O)CC1,9%,-0.1,3%,-9%,i,17%,2%,10%,4.1%
Cc1ccc(NC(=O)C2CCN(S(=O)(=O)c3ccc4c(c3)OCCCO4)CC2)nc1,-12%,-0.5,u,0%,i,-13%,-14%,6%,0.4%
O=C(NCCc1cccnc1)C1CCC(=O)N(CCc2cccc(F)c2)C1 (stereo not given),1%,-1.0,21%,-44%,i,0%,-2%,2%,0.2%
Cc1cccc(C(=O)NCCc2n[nH]c(=S)n2C)c1,-2%,-2.5,-21%,2%,i,-1%,-5%,3%,0.2%
COc1ccc2c(c1)O/C(=C\c1ccccc1O)C2=O,-5%,2.3,-6%,-5%,u,1%,x,7%,25%
CC(NC(=O)c1ccc(-c2cc(C(F)(F)F)ccc2Cl)o1)c1ccccc1 (stereo not given),-17%,-0.5,-28%,-7%,i,8%,-8%,-23%,0.0%
CC(C)(C)c1cnnn1-c1ccc([N+](=O)[O-])cc1,0%,-7.5,-5%,-34%,i,-1%,-22%,3%,0.0%
COc1cccc(COC(=O)C2CCN(S(=O)(=O)c3ccc(C)cc3)CC2)c1OC,-12%,-0.8,-11%,1%,i,-8%,1%,0%,-0.3%
Cc1cc(C(=O)Nc2ccc3ccccc3c2)c(C)o1,-1%,-3.7,u,-18%,i,-14%,82%[activator],7%,2.4%
Cn1cnc([N+](=O)[O-])c1Sc1ccccc1,-15%,-4.8,u,-22%,i,2%,18%,-3%,13%
O=C(CCc1nnc(CCCCc2ccccc2)o1)NCc1cccc(F)c1,-3%,-0.8,u,-8%,i,1%,0%,5%,0.2%
Cc1ccc(NC(=O)Cn2cc(C(=O)C3CCCCC3)c3ccccc32)cc1,-22%,x,u,-20%,x,x,x,x,5.7%
COc1ccc(C(=O)C2CCCN(S(=O)(=O)c3ccccc3F)C2)c(C)c1 (stereo not given),1%,-2.9,u,-21%,i,u,-23%,8%,-0.4%
Cc1ccc(C(=O)Oc2ccc(/C=C3\C(=N)N4N=C(N5CCOCC5)SC4=NC3=O)cc2)cc1,5%,1.0,7.3µM*,-16%,i,-12%,5%,3%,-0.1%
O=C(Nc1sc2c(c1C(=O)NCc1ccccc1)CCCC2)c1cc(=O)c2ccccc2o1,-7%,x,17%,9%,i,3%,25%,x,-0.5%
Cc1cccc(N2C(=O)CS(=O)(=O)C23C(=O)N(C)c2ccccc23)c1 (stereo not given),-1%,x,-1%,-4%,i,0%,0%,x,-0.4%
CC(=O)NCCCc1nc2ccccc2n1Cc1c(F)cccc1Cl,1%,0.6,-13%,-31%,i,-1%,1%,15%,-0.2%

# The order is random; about 4.3% have a hit in one of these screens.
